Bioassay records from PubChem BioAssay.
LMP1 NFkB inh = reduces LMP1-driven NF-kappaB luciferase signal | AID 504558 | 350,000 compounds, 0.69% hits | inhibition, % at 12.5 µM | LMP1-induced NF-kappaB luciferase reporter cells, luminescence; in the data active means inhibition above about 41%;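 further: 0% = neutral control wells and 100% = reference inhibitor control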
COUP-TFII inh = inhibitors of human COUP-TFII (NR2F2). HEK293T NGFI-A luciferase reporter, luminescence. inhibition, % at 8.6 µM. 370,000 compounds, 0.7% hits. AID 686940. P24468;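 active means inhibition above a per-plate cutoff, mean inhibition of test wells between control levels plus 3 SD, cut at about 38% in these data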;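 further: cells cotransfected with COUP-TFII expression vector driving the NGFI-A reporter; 0% = median of COUP-TF2 test wells and 100% = reporter-only cells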
Target sequence (P24468 whole entry, looked up): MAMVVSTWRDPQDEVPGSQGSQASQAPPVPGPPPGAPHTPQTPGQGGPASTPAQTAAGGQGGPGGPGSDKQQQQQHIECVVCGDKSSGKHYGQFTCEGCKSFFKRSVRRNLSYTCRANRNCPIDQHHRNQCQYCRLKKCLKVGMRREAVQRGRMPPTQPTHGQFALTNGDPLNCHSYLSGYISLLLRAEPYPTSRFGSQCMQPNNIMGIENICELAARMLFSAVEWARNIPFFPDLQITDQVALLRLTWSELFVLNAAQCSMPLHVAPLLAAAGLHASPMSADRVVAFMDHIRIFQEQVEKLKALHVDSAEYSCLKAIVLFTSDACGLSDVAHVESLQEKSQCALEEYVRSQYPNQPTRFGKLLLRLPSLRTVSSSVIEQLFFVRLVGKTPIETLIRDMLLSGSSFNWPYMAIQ
SRC2 inh = inhibits human steroid receptor coactivator 2 | Q15596 | HEK293 GAL4-SRC2 luciferase reporter, luminescence | inhibition, % at 9 µM | 370,000 compounds, 0.17% hits | AID 651957;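 active means inhibition above the mean inhibition of all tested compounds plus 3 SD, set per campaign, cut at about 52% in these data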;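 further: 0% = DMSO treated cells and 100% = cells given Gossypol at 36 µM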
NR5A2 inv ag = NR5A2 inverse agonism in reporter assay; O00482; HEK293T StAR-luciferase reporter, LRH-1 transfected, 24 h; inhibition, % at 3.6 µM; 360,000 compounds, 0.13% hits;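 active means inhibition above the mean inhibition of all tested compounds plus 3 SD, cut at about 73% in these data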;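 further: 0% = DMSO wells and 100% = reporter-only cells lacking LRH-1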
TLR9-MyD88 block = TLR9-MyD88 interaction inhibition. CHO BLA complementation TLR9-MyD88, CCF4 FRET ratio. inhibition, % at 4.98 µM. 340,000 compounds, 0.21% hits. AID 504734;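 active means inhibition above the mean over all tested compounds plus 3 SD, cut at about 21% in these data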;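 further: 0% = DMSO only wells and 100% = clavulanate BLA inhibitor control wells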
TROY signal inh = blocks TROY-dependent signaling in reporter cells; 360,000 compounds, 0.98% hits; Q293 LMP1-TROYcd NF-kB luciferase reporter, 4 h; inhibition, % at 10 µM;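 active means compounds whose plate-normalised and pattern-corrected inhibition of the luciferase reporter signal at the single screening dose is 50% or more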
NCOA1 inh = inhibits human SRC1 coactivator | Q15788 | HEK293 GAL4-SRC1 luciferase reporter, luminescence | inhibition, % at 3.6 µM | 360,000 compounds, 0.12% hits | AID 588354;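 active means inhibition above the campaign mean plus 3 SD, with each screening campaign given its own cutoff, cut at about 60% in these data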;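 further: 0% = DMSO treated cells and 100% = gossypol at 36 µM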
NCOA3 inh = inhibits human SRC3 coactivator; Q9Y6Q9; HEK293 GAL4-SRC3 luciferase reporter, luminescence; inhibition, % at 3.6 µM; 360,000 compounds, 0.17% hits;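 active means inhibition above a per-campaign cutoff, the mean of all compounds plus 3 SD, cut at about 60% in these data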;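 further: 0% = DMSO-treated cells and 100% = gossypol-treated cells at 36 µM; higher means less SRC3-driven luciferase light from the GAL4 reporter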
NOD2 RIPK2 PPI = blocks binding of human NOD2 to RIPK2. O43353. CHO BLA complementation NOD2-RIPK2, CCF4 ratio. inhibition, % at 4.98 µM. 360,000 compounds, 0.38% hits. AID 624267; in the data active means inhibition above about 21%;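 further: 0% = vehicle only and 100% = reference blocker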
Target sequence (O43353 whole entry, looked up): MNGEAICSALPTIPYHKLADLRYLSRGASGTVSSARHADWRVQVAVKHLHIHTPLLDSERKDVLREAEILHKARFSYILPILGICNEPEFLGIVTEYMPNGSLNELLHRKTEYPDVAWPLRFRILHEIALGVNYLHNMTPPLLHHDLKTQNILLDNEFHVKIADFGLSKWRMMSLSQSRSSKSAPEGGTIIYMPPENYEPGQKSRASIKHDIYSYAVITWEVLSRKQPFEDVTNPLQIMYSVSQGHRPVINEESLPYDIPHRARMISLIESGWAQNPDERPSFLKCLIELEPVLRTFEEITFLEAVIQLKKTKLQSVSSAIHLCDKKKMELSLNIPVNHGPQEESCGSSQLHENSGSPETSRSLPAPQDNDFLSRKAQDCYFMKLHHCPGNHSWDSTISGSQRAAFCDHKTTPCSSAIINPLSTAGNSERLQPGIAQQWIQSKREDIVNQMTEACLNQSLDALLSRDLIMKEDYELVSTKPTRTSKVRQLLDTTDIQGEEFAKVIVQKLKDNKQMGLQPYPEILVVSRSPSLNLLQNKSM
C8 TRAIL sens = sensitizes caspase-8 expressing cells to TRAIL. NB7+C8 cells + TRAIL, ATPlite viability luminescence. inhibition (viability loss, TRAIL sensitization), % at 10 µM. 360,000 compounds, 1% hits. AID 624354;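 active means compounds causing at least 50% loss of cell viability in the single-dose screen, relative to plate controls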
Vif inh = inhibitors of HIV Vif | 340,000 compounds, 0.35% hits | inhibition, % at 7.49 µM | HEK293T cells, Vif self-association by quenched fluorescence, imaging, 24 h; in the data active means inhibition above about 50%, passing the limit was not always enough; further: some results filed as inactive read as strong as hits
Starred values were filed as active, the others as inactive; x = not tested or not shown.

Codes: A = LMP1 NFkB inh; B = COUP-TFII inh; C = SRC2 inh; D = NR5A2 inv ag; E = TLR9-MyD88 block; F = TROY signal inh; G = NCOA1 inh; H = NCOA3 inh; I = NOD2 RIPK2 PPI; J = C8 TRAIL sens; K = Vif inh
O=C(NCCc1ccccc1)C1CCCN(C(=O)NC2CCCCC2)C1 (stereo unspecified)
  A: -7; B: 0; C: -6; D: -3; E: -4; F: 11; G: -1; H: 6; I: -6; J: 9; K: -6

Cc1ccccc1Oc1nc2c(C)cccn2c(=O)c1/C=C(\C#N)C(=O)NC1CCS(=O)(=O)C1 (stereo unspecified)
  A: 15; B: 4; C: 2; D: 50; E: -1; F: 17; G: -12; H: 16; I: -4; J: -13; K: -13

COC(=O)C1C(O)=C(C=Nc2cccc3ccccc23)C(=O)CC1(C)C (stereo unspecified)
  A: 1; B: 5; C: -16; D: 18; E: -5; F: 37; G: -6; H: -4; I: 1; J: 1; K: -2

O=C(Cn1c(=O)c2cccn2c2ccc(F)cc21)N1CCN(c2ccc(F)cc2)CC1
  A: -5; B: -14; C: 10; D: -6; E: -2; F: -15; G: -2; H: 10; I: -5; J: 6; K: 6

CCCC(=O)Nc1ccc(C(=O)N/N=C2\CC(=O)CC(C)(C)C2)cc1
  A: -29; B: -2; C: 10; D: -2; E: 4; F: 1; G: 9; H: 3; I: 14; J: 16; K: 12

CCOC(=O)c1ccc(N=c2sc(C(=O)OC)cc(=O)n2Cc2ccc3c(c2)OCO3)cc1
  A: -18; B: 5; C: -2; D: 35; E: 2; F: 5; G: -5; H: -4; I: 2; J: 13; K: x

Cc1nnsc1C(=O)NNS(=O)(=O)c1ccccc1
  A: -1; B: 11; C: -11; D: -1; E: 5; F: 16; G: 1; H: -18; I: -5; J: 3; K: -1

O=C(OCC(=O)N1CCCc2ccccc21)c1cccc(S(=O)(=O)N2CCOCC2)c1
  A: 3; B: -1; C: 5; D: -6; E: 2; F: 9; G: 3; H: 12; I: -1; J: 0; K: 22

CCOc1cc(CNCCO)cc(Br)c1OCc1ccccc1Cl
  A: 6; B: 22; C: 24; D: 13; E: 3; F: 15; G: 2; H: 14; I: -7; J: 10; K: -15

CCOC(=O)c1[nH]cnc1C(=O)O
  A: 5; B: 3; C: -28; D: 4; E: 7; F: -20; G: -9; H: -14; I: -9; J: 3; K: 18

An excerpt from above, showing only SRC2 inh:
| SMILES | SRC2 inh |
| --- | --- |
| O=C(NCCc1ccccc1)C1CCCN(C(=O)NC2CCCCC2)C1 (stereo unspecified) | -6 |
| Cc1ccccc1Oc1nc2c(C)cccn2c(=O)c1/C=C(\C#N)C(=O)NC1CCS(=O)(=O)C1 (stereo unspecified) | 2 |

Back to the main list, starting 2 compounds before the break.
Codes: A = LMP1 NFkB inh; B = COUP-TFII inh; C = SRC2 inh; D = NR5A2 inv ag; E = TLR9-MyD88 block; F = TROY signal inh; G = NCOA1 inh; H = NCOA3 inh; I = NOD2 RIPK2 PPI; J = C8 TRAIL sens; K = Vif inh
CCOc1cc(CNCCO)cc(Br)c1OCc1ccccc1Cl
  A: 6; B: 22; C: 24; D: 13; E: 3; F: 15; G: 2; H: 14; I: -7; J: 10; K: -15

CCOC(=O)c1[nH]cnc1C(=O)O
  A: 5; B: 3; C: -28; D: 4; E: 7; F: -20; G: -9; H: -14; I: -9; J: 3; K: 18

CC1CCN(C(=O)C2CCCN(c3ncnc4c3nc3n4CCCCC3)C2)CC1 (stereo unspecified)
  A: 2; B: 11; C: 15; D: 8; E: 5; F: -10; G: 3; H: -12; I: 0; J: -21; K: 1

CCC/C=C/c1ccc(CN2C(C)C(=O)N(Cc3cn(CC4CCCCC4)nn3)CCS2(=O)=O)cc1 (stereo unspecified)
  A: 0; B: 0; C: -1; D: -3; E: 2; F: -3; G: 1; H: -7; I: -8; J: -8; K: -2

CCOc1cc(S(=O)(=O)n2cc(-c3ccc(F)cc3)c(N)n2)cc(OCC)c1OCC
  A: 3; B: 3; C: 30; D: -10; E: 3; F: 4; G: -4; H: -9; I: 1; J: 5; K: -15

O=C(c1ccc(Cl)c(S(=O)(=O)N2CCCCC2)c1)N1CCCC(C(F)(F)F)C1 (stereo unspecified)
  A: 0; B: 12; C: 10; D: 3; E: -13; F: 0; G: 2; H: -1; I: -9; J: 9; K: -1

Clc1ccc2oc(SCc3cccnc3)nc2c1
  A: -5; B: -9; C: -32; D: 4; E: -6; F: -49; G: 4; H: -32; I: 2; J: 12; K: 9

COc1ccc(CN(CC(=O)NCC2CCCO2)C(=O)CCC(=O)Nc2cc(C)on2)cc1 (stereo unspecified)
  A: 1; B: -3; C: -14; D: 21; E: 4; F: 19; G: -7; H: 2; I: 2; J: 2; K: 0

Oc1[nH]c(=S)sc1C=C1N=c2ccccc2=N1
  A: -17; B: 2; C: -10; D: -22; E: x; F: -34; G: -33; H: -63; I: -8; J: -10; K: x

CCC(C)N1CCC2(CC1)N=c1c(c3c4c5c(C)c(O)c3c(O)c1=NC(=O)C(C)=CC=C[C@H](C)[C@H](O)[C@@H](C)[C@@H](O)[C@@H](C)[C@H](OC(C)=O)[C@H](C)[C@@H](OC)C=CO[C@@](C)(O5)C4=O)N2 (stereo partly specified)
  A: 9; B: 6; C: 7; D: -3; E: -14; F: -4; G: -8; H: -29; I: -16; J: 0; K: -7

Cc1cc(F)ccc1NS(=O)(=O)c1c(C)nc2scc(C)n2c1=O
  A: -11; B: 12; C: -18; D: 17; E: -7; F: 7; G: -16; H: 6; I: -18; J: 3; K: 14

CCCCNS(=O)(=O)C1CCS(=O)(=O)C1 (stereo unspecified)
  A: 0; B: -2; C: -8; D: 4; E: -3; F: 2; G: -2; H: -3; I: -7; J: -4; K: 3

O=[N+]([O-])c1ccc(-c2nnc3cccc(Cl)n23)cc1
  A: -9; B: -2; C: -2; D: -2; E: -8; F: -3; G: 0; H: -9; I: -2; J: -3; K: -7

CC(Oc1ccc(Cl)cc1)C(=O)N1CCCc2ccccc21 (stereo unspecified)
  A: -2; B: 6; C: -22; D: 4; E: -5; F: -12; G: 3; H: 20; I: 2; J: 7; K: 5

O=C(O)c1ccccc1NCCO
  A: 8; B: 2; C: -1; D: 2; E: -6; F: 8; G: 0; H: -10; I: -3; J: 2; K: 7

COc1ccc(C(=O)NCCCNC(=O)c2ccccn2)cc1Br
  A: 0; B: 6; C: -5; D: 2; E: 5; F: -4; G: 19; H: -13; I: 1; J: 3; K: -5

O=C(CN1C(=O)CCS(=O)(=O)c2ccccc21)NCc1ccccc1
  A: -4; B: 2; C: 10; D: 12; E: 1; F: -7; G: -14; H: -7; I: -2; J: -5; K: -1

COc1ccc(C(=O)N2CCN(Cc3ccccc3)CC2)cc1[N+](=O)[O-]
  A: 2; B: 5; C: -5; D: 17; E: -2; F: 16; G: 17; H: 4; I: -8; J: 1; K: -1

COc1ccc(NC(=O)CC2C(=O)N(c3cccc(OC)c3)C(=O)N2CCC(C)C)cc1 (stereo unspecified)
  A: 8; B: -1; C: -6; D: 9; E: -4; F: 11; G: -5; H: 2; I: 0; J: -17; K: 13

COc1cc2c(cc1OC)C(c1ccccc1)CC2=O (stereo unspecified)
  A: 7; B: -17; C: -21; D: 9; E: -7; F: -9; G: -2; H: 31; I: -13; J: 8; K: 24

CCOC(=O)[C@]12CCCC=C1N(Cc1cccc3ccccc13)C(=O)[C@H](CC(=O)NCC1CCCCC1)C2
  A: x; B: -17; C: -21; D: -3; E: x; F: 17; G: x; H: x; I: -17; J: 18; K: x

COc1cccc2cc(S(=O)(=O)c3ccc(C)cc3)/c(=N/NS(=O)(=O)c3ccc(C)cc3)oc12
  A: -1; B: -4; C: -10; D: 5; E: -3; F: -25; G: -15; H: 4; I: -2; J: 4; K: -1

O=C(CN1C(=O)C2CCCCC2C1=O)Nc1cccc(C(F)(F)F)c1 (stereo unspecified)
  A: -5; B: -26; C: 0; D: 6; E: 3; F: -11; G: 4; H: -9; I: 4; J: 4; K: -6

C/C(=C\C(=S)Nc1ccccc1)Nc1ccc2ccccc2c1
  A: -42; B: -14; C: -20; D: -67; E: 5; F: 21; G: -79; H: -82; I: 2; J: 13; K: 4

O=C(CC(c1ccccc1)c1ccccc1)NCc1cccnc1
  A: 3; B: 7; C: -6; D: 4; E: -10; F: -7; G: -1; H: -18; I: 4; J: 2; K: -2

N#CC(=C=[N-])c1nc2ccccc2nc1-[n+]1cccc(NC(=O)c2cccs2)c1
  A: 4; B: 24; C: -16; D: 20; E: -10; F: -12; G: -2; H: 12; I: -5; J: -20; K: -10

COc1ccc(CNC(=O)CN2C(=O)CSc3ccc(S(=O)(=O)N4CCOCC4)cc32)cc1
  A: 0; B: 3; C: -10; D: 4; E: 0; F: -10; G: 11; H: 27; I: 7; J: 8; K: -3

Cc1ccc(OCC(=O)NN2C(=O)c3ccccc3C2=O)c(C)c1
  A: 5; B: -4; C: -5; D: -23; E: -5; F: -15; G: 11; H: -21; I: -11; J: -4; K: -4

O=C(NCCCc1ccccc1)c1ccc([N+](=O)[O-])cc1Cl
  A: -16; B: -2; C: -51; D: -73; E: 2; F: 34; G: -41; H: -104; I: -1; J: 9; K: -7

O=S(=O)(c1ccc(F)cc1)N1CCN(c2ccccc2)CC1
  A: 8; B: 9; C: -10; D: -5; E: 8; F: -1; G: -7; H: 0; I: 3; J: -8; K: 2

O=C(Nc1ccc(F)c(Cl)c1)C1Cc2c(-c3ccco3)ccnc2O1 (stereo unspecified)
  A: x; B: 41*; C: 5; D: -4; E: x; F: 17; G: 8; H: 20; I: 4; J: 10; K: -10

O=C(Cc1ccc(S(=O)(=O)N2CCOCC2)s1)N1CCN(S(=O)(=O)c2cccc([N+](=O)[O-])c2)CC1
  A: 7; B: 5; C: 18; D: 1; E: -2; F: -24; G: 0; H: -10; I: -11; J: 22; K: 34

CCC(=O)N1CCc2cc(S(=O)(=O)NC(C(=O)Nc3cccc(C)n3)C(C)C)ccc21 (stereo unspecified)
  A: 0; B: -4; C: -5; D: -3; E: 13; F: -4; G: 1; H: -14; I: 2; J: 1; K: 7

O=C(Nc1cc(S(=O)(=O)N2CCCCC2)ccc1Cl)C1=NN(c2ccccc2)C(=O)CC1
  A: -1; B: 8; C: -27; D: -10; E: -13; F: 10; G: -5; H: -1; I: -5; J: 1; K: 0

CC1C(=O)Nc2ccccc2N1C(=O)c1c(F)cccc1F (stereo unspecified)
  A: x; B: 30; C: 12; D: 9; E: 3; F: 9; G: -1; H: -4; I: -2; J: -11; K: -7

O=C(CN1C(=O)C2(OCCO2)c2ccccc21)c1ccc(Br)cc1
  A: -5; B: x; C: x; D: 7; E: -6; F: -1; G: 9; H: -8; I: 8; J: 14; K: -5

O=C(CSC1=NCCS1)Nc1ccc2ccccc2c1
  A: 6; B: -26; C: -13; D: -3; E: 0; F: -54; G: -9; H: -3; I: -4; J: -3; K: -14

CN1CCN(CC(O)COc2ccc(S(=O)(=O)N3CCOCC3)cc2)CC1 (stereo unspecified)
  A: -5; B: -14; C: -13; D: 10; E: -10; F: 14; G: -9; H: 23; I: -13; J: -13; K: -1

O=C(Cc1ccccc1)N1CCC(c2nc(-c3ccc(F)cc3)no2)CC1
  A: -3; B: 17; C: -22; D: -10; E: 3; F: 13; G: -2; H: 5; I: -6; J: -6; K: -3

COc1ccccc1CNC(=O)C(Cc1c[nH]c2ccccc12)NC(=O)OCc1ccccc1 (stereo unspecified)
  A: -2; B: 0; C: -12; D: 5; E: -6; F: -11; G: 7; H: 12; I: -9; J: 9; K: 4

These rows are one share of the data; rates above refer to the full screens.
